PfG6PD inh = PfG6PD enzyme inhibitors, primary screen, biochemical, fluorescence intensity, uHTS; AID 504690, 2011; actives 0.78% (n = 350,000); glucose-6-phosphate dehydrogenase-6-phosphogluconolactonase (Plasmodium falciparum 3D7); PfGluPho enzyme, NADPH resazurin-diaphorase fluorescence; inhibition, % at 20 µM;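 active = inhibition reaching at least a set limit at 20 µM in the primary screen, cut at about 59% in these data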;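 also: 0% = DMSO wells with substrate and 100% = DMSO wells lacking glucose-6-phosphate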
SENP8 inh = human SENP8 protease inhibitors, primary screen, biochemical, fluorescence, Nedd8 protein substrate, uHTS; Sentrin-specific protease 8 (Homo sapiens), Q96LD8; recombinant SENP8; inhibition, % at 20 µM; actives 0.64% (n = 360,000); AID 602440, 2012; in the data active = inhibition mostly above about 40%, no sharp cut-off; inactive = mostly below about 27%
hIAP act = human IAP activators, primary screen, biochemical, luminescence, uHTS | purified human IAP, CDP-Star luminescence, 30 min; stronger effect = higher value; 1 = vehicle-only enzyme, 0 = enzyme-free background | activation factor at 10 µM | Intestinal-type alkaline phosphatase (Homo sapiens), P09923 | actives 0.16% (n = 330,000);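 active = activation factor of the enzyme at least 2-fold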; also: the source names both 10 and 20 µM as test concentration; values of inactives mirror those of a sister screen read the other way
GRIN3A LBD mod = binders of NR3A ligand-binding domain, primary screen, biophysical, differential scanning fluorimetry, uHTS | actives 2.5% (n = 340,000) | NR3A LBD differential scanning fluorimetry, Tm shift; 0% = protein alone, 100% = glycine-bound protein | Glutamate receptor ionotropic, NMDA 3A (GRIN3A) ligand-binding domain | Tm shift relative to glycine control, % at 25 µM | AID 1259313, 2017;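 active = melting temperature shift of at least 10% of the positive control shift, at one fixed dose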
SENP1 inh = human SENP1 catalytic domain inhibitors, primary screen, biochemical, FRET, uHTS; actives 0.21% (n = 360,000); recombinant SENP1 catalytic domain, CyPet-SUMO1-YPet FRET cleavage; Sentrin-specific protease 1 (Homo sapiens), Q9P0U3; inhibition, % at 10 µM; AID 624204, 2012;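 active = inhibition at least 30% at 10 µM, raw YFP signal under a set limit, fluorescence ratio 0.5 to 1.5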;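 also: 0% = enzyme with DMSO and 100% = no enzyme wells; some results filed as inactive read as strong as hits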
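Assay system: hSENP1 catalytic domain, recombinant. Amount: SENP1 enzyme, 20 pM final. Schedule: 50 min reaction, RT, dark. Technique: FRET, CFP and YFP emission. Control set: no-enzyme wells low, DMSO-plus-enzyme wells high control.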
MPTP inh = mitochondrial permeability transition pore inhibitors, primary screen, biochemical, isolated mouse mitochondria, absorbance; Ca2+ swelling absorbance, 30 min; inhibition, % at 10 µM; actives 1.4% (n = 360,000);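 active = inhibition of 50% or more, scaled per plate between neutral and stimulator controls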;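 also: 0% = DMSO wells given calcium and 100% = 1 mM EGTA wells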
SENP6 inh = SENP6 protease inhibitors, primary screen, biochemical, luminescence, uHTS; Sentrin-specific protease 6 (Homo sapiens), Q9GZR1; Recombinant SENP6 catalytic domain, aminoluciferin luminescence; inhibition, % at 10 µM; actives 1.8% (n = 330,000); AID 2599, 2010;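 active = inhibition above about 50% at the single tested dose, limit read from the data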;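 also: plate controls were DMSO wells with enzyme for no effect and DMSO wells lacking enzyme for full effect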
Target sequence (Q9GZR1 628-1112 limits assumed): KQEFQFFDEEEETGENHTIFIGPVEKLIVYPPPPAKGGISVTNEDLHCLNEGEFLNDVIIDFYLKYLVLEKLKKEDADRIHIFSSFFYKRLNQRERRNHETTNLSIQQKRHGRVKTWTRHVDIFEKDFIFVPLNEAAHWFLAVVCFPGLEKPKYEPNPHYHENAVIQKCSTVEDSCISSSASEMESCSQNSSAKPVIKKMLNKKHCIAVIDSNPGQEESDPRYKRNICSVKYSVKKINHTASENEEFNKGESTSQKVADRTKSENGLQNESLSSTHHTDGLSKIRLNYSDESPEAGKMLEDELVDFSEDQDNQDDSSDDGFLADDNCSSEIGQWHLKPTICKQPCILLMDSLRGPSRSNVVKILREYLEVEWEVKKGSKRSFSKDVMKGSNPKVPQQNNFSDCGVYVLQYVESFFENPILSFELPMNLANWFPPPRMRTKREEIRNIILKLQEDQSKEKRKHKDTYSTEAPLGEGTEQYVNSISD
ATG4B inhibitor = ATG4B protease inhibitors, primary screen, biochemical, fluorescence, uHTS; ATG4B cleavage of LC3-PLA2, NBD-HPC fluorescence, 1 h; inhibition, % at 8.33 µM; actives 0.51% (n = 340,000); in the data active = inhibition above about 40%
Target sequence (Q9Y4P1 whole entry, looked up): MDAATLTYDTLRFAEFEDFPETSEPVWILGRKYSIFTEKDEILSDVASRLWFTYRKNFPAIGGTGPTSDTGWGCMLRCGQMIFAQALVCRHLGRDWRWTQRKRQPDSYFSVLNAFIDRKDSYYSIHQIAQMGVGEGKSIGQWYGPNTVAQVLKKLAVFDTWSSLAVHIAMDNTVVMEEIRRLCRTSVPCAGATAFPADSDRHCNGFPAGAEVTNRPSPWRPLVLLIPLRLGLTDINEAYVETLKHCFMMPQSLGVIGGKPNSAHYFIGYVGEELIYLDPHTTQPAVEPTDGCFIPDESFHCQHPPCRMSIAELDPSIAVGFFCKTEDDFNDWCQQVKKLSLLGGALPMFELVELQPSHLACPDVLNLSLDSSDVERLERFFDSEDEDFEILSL
Active calls of the source: *; · = not tested or not shown.

SMILES	PfG6PD inh	SENP8 inh	hIAP act	GRIN3A LBD mod	SENP1 inh	MPTP inh	SENP6 inh	ATG4B inhibitor
CC1(C)C2([N+](=O)[O-])CN3CC1([N+](=O)[O-])CN(C2)C3c1ccccc1 (stereo not drawn)	-6	11	1	-1	1	-1.3	-12	-8
O=C1/C(=C/c2ccncc2)SC(=S)N1Cc1ccccc1	10	8	1.4	21*	2	44	-21	4
CCOC(=O)c1cc(C)[nH]c1C	-6	20	1.2	2	-1	1.5	0	2
COc1ccc2cc(S(=O)(=O)c3ccccc3)c(=O)oc2c1	-5	-409	1.2	0	-7	1.3	7	-7
CCc1ccc(NC(=O)[C@H](C)NC(=O)C2CCN(C(=O)[C@@H](N)CC(C)C)CC2)cc1	4	20	1.2	5	2	1.0	-7	-2
NC(=O)C1CCN(C(=S)c2ccc(-c3ccc(Br)cc3)o2)CC1	44	3	1	6	0	-0.7	5	51*
Cc1cccc(N(C)C(=O)CN2C(=O)COc3ccc(S(=O)(=O)N4CCCCCC4)cc32)c1	1	10	1.2	-2	0	-1.8	1	-13
CC1C(=O)N2CCCc3cc(S(=O)(=O)N(C)CCC#N)cc1c32 (stereo not drawn)	-6	9	1.3	-3	2	-1.5	-20	-6
CN(C)Cc1ccccc1Sc1ccccc1Br	6	10	1	-4	1	0.1	14	6
O=C(N/N=C/c1sc2ccccc2c1O)c1cccc2ccccc12	-6	-68	·	2	-5	45	·	-11
CCN(CC(=O)NCc1ccc(Cl)cc1)C(=O)CCOc1ccc(C)cc1	2	7	1.1	0	0	-0.4	-4	-11
CC(C(=O)Nc1ccc(F)c(F)c1F)N1CCCCCC1 (stereo not drawn)	-10	21	1	0	3	-1.9	-2	4
CCN1CCN(CC(=O)N2c3ccccc3CC2C)CC1 (stereo not drawn)	1	2	1	-4	1	-1.3	-9	9
CCOc1cc2c(cc1O)CCC1C2CCC2(C)C(O)CCC12 (stereo not drawn)	-5	2	·	0	3	0.2	·	0
CN(C(=O)COC(=O)/C=C/c1ccccc1)C1CCS(=O)(=O)C1 (stereo not drawn)	-17	12	·	·	1	-0.1	·	·
CN(Cc1ccccc1)C(=O)c1[nH]cnc1C(=O)Nc1nccs1	17	13	2.5*	-4	1	-1.8	-19	-8
Nc1nc2c(s1)C(=O)CCC2	6	10	0.9	0	3	0.1	-12	-2
COc1ccc(NC(=O)COC(=O)CN2C(=O)C3CCCCC3C2=O)cc1 (stereo not drawn)	12	13	·	·	0	-1.0	·	·
CCCN1C(=O)c2cc(C(=O)Nc3ccccc3CC)ccc2C1O (stereo not drawn)	-18	3	0.93	0	-1	-0.3	6	-4
O=C(CCn1c2c(c3ccccc31)CCCC2)NNC(=O)c1ccccc1[N+](=O)[O-]	1	-6	1.5	-1	-2	-0.6	-9	6

Filtered by structure: the entries above containing a halogen.
SMILES	PfG6PD inh	SENP8 inh	hIAP act	GRIN3A LBD mod	SENP1 inh	MPTP inh	SENP6 inh	ATG4B inhibitor
NC(=O)C1CCN(C(=S)c2ccc(-c3ccc(Br)cc3)o2)CC1	44	3	1	6	0	-0.7	5	51*
CN(C)Cc1ccccc1Sc1ccccc1Br	6	10	1	-4	1	0.1	14	6
CCN(CC(=O)NCc1ccc(Cl)cc1)C(=O)CCOc1ccc(C)cc1	2	7	1.1	0	0	-0.4	-4	-11
CC(C(=O)Nc1ccc(F)c(F)c1F)N1CCCCCC1 (stereo not drawn)	-10	21	1	0	3	-1.9	-2	4

Additional entries
SMILES	PfG6PD inh	SENP8 inh	hIAP act	GRIN3A LBD mod	SENP1 inh	MPTP inh	SENP6 inh	ATG4B inhibitor
O=C(/C=C/c1ccccc1)NC(=S)NNC(=O)c1cccnc1	-33	32	1.1	0	1	-1.2	14	-4
CCN(CC)S(=O)(=O)c1cc([N+](=O)[O-])ccc1NNC(=O)Nc1ccccc1	51	·	1	-6	·	·	-5	-10
CCOC(=O)N1CCN(C(=O)c2ccc(N3CC4CC(C3)c3cccc(=O)n3C4)c(NC(=O)c3ccc(F)cc3)c2)CC1 (stereo not drawn)	-3	14	1.2	1	3	-0.7	-17	-3
Cc1nc2cc(NC(=O)N3CCCCC3)ccc2n1C	-9	16	0.94	-1	1	-2.2	-8	-5
O=C(CSc1nnc(-c2ccncc2)n1Cc1ccccc1)NCCc1ccccc1	-4	16	1.2	-2	1	-2.2	-17	-7
O=C(O)c1ccc(-n2nc(C(F)(F)F)cc2-c2cccs2)cc1	-42	16	0.86	1	2	0.4	-4	11
C[C@@H]1CN([C@@H](C)CO)C(=O)CCCn2cc(nn2)CO[C@H]1CN(C)S(=O)(=O)c1cccs1	4	0	·	·	1	-1.0	·	·
C/C(=N\NC(=O)c1cc(C)[nH]n1)C(C)(C)C	4	-10	1	-3	-1	0.4	-4	-7
CCCCn1c(N)c(N(CC)C(=O)C2=COCCO2)c(=O)[nH]c1=O	-3	-14	1	1	6	0.1	-4	-2
CCCCN(CC)CCNC(=O)CN1C(=O)COc2ccc(S(=O)(=O)N3CCCC3)cc21	4	13	1	-3	1	-0.6	-26	-8
CCOCCCn1c(C)nc2c[n+](CC(=O)c3ccc4ccccc4c3)cc(Br)c21	-1	-167	1	-1	-14	2.4	-17	6
CC(NC(=O)CCCC1CCCCC1)c1ccc(S(N)(=O)=O)cc1 (stereo not drawn)	-8	3	1	-1	2	-0.1	-12	-1
Cc1cccc(OCC(=O)Nc2nc3ccc([N+](=O)[O-])cc3s2)c1	-27	4	1.3	0	-49	67*	-24	-9
CN1CCC(OC(=O)c2ccccc2Cl)CC1	-12	9	1.1	-17	1	-0.5	8	13
COc1ccc(NS(=O)(=O)c2cc([N+](=O)[O-])ccc2NN=Cc2ccccc2OCC(=O)O)cc1	-11	-343	0.94	40*	-22	2.7	-2	-39
CCOc1cc(N2CCOCC2)c(OCC)cc1NC(C)C(=O)N1CCN(CC)CC1 (stereo not drawn)	54	58*	·	3	-1	0.4	·	-5
Cc1ccc(C)c(NC(=O)CC2Oc3ccccc3NC2=O)c1 (stereo not drawn)	-9	9	0.89	0	-1	-0.4	0	1
CC(=O)N1CCOc2ccc(S(=O)(=O)N3CCC(C(=O)Nc4cc(C)cc(C)c4)CC3)cc21	-10	2	1.8	-3	2	-1.3	-15	-7
CCNC(=O)COc1ccc(Br)cc1Cl	0	10	1	1	0	0.3	-13	-11
COC(=O)CSc1ccc(S(=O)(=O)N2CCC(C)CC2)cc1[N+](=O)[O-]	-11	25	1	-6	3	1.5	5	5
Cc1nn(CC2CC2)c(=O)n1-c1ccccc1F	-19	11	1.1	-2	1	0.5	13	9
CC(=O)NCc1nnc2c3ccccc3c(-c3ccccc3)nn12	1	4	1.1	-11	3	-1.2	8	-2
O=C(CCn1c(=O)oc2ccccc21)NCCN1CCOCC1	-4	-4	1	2	0	-0.7	-4	-6
CC(OC(=O)/C=C/c1cccc(Cl)c1)C(=O)NC1CCCCC1C (stereo not drawn)	12	8	0.85	0	2	-0.4	-2	3
COc1ccc(-c2nc(CN3CCCCC3CCc3ccccn3)c(C)o2)cc1 (stereo not drawn)	12	-16	1.1	-1	-16	-0.6	9	18
COc1ccc(Cl)cc1NC(=S)NCc1cccs1	-4	10	0.93	-5	2	0.3	-24	-10
CSc1ccccc1OCc1cc(C(=O)NCCc2ccco2)no1	6	5	0.9	2	-3	0.9	-3	7
Cc1onc(-c2ccncc2)c1C(=O)O	-17	-15	0.94	0	0	-4.9	-25	-7
O=C(c1cccc(C(F)(F)F)c1)C1CCCN(C(=O)CN2CCCC2=O)C1 (stereo not drawn)	-6	10	1.1	2	-1	0.5	-25	18
Cc1c(C(=O)Nc2ccc3c(c2)CCC3)cccc1[N+](=O)[O-]	16	23	1.1	4	2	6.2	1	1
CCO[C@@H]1OC(C(=O)NC2CC2)=C[C@H](c2ccc3c(c2)OCO3)[C@H]1CCCO	-4	-3	0.89	-3	2	0.0	-10	-5
Cc1cc(Cl)c(S(=O)(=O)NC(C(=O)O)c2ccccc2)cc1OCC(N)=O (stereo not drawn)	-9	21	0.87	-1	0	-0.3	-10	-5
Cc1oc(-c2ccccc2F)nc1CS(=O)CC(=O)NCc1ccc2c(c1)OCO2 (stereo not drawn)	-2	-9	0.83	-1	-3	0.6	-12	-13
COc1cc2c(cc1OC)-c1cc(N3CCCc4ccccc43)nc(=O)n1CC2	-4	-13	0.93	1	-8	0.8	-11	-11
Cc1ccc(C2N=C(N)Nc3nc(=O)c4ccccc4n32)cc1 (stereo not drawn)	4	-478	1	3	2	2.6	-20	-3
CCCOc1ccc(/C(O)=C2/C(=O)C(=O)N(CCCn3ccnc3)C2c2cccnc2)cc1 (stereo not drawn)	-1	-57	1.3	1	0	1.5	12	-2
CCC1CN(C(=O)NCc2ccc(C)cc2)c2ccccc2O1 (stereo not drawn)	15	25	1	0	2	-0.2	-6	0
CCOC(=O)c1c(C)c(C(=O)NCc2ccc(OC)cc2)c(C)n1C	-2	4	1.2	0	-39	-1.1	-15	-9
CCOC(=O)c1c(NC(=O)COC(=O)c2nc(Cl)ccc2Cl)sc(C(=O)NC)c1C	1	-2	1	-6	3	-2.3	4	-8
CCOC(=O)NC1(NC(C)C)Oc2ccccc2O1	26	13	1	-1	3	2.3	-18	-1
COc1ccccc1-n1c(-c2cc(-c3ccc(F)cc3)n[nH]2)n[nH]c1=S	47	-16	1.8	19*	0	1.4	1	0
Cc1cc(C)c2c(N)c(C(=O)NN3CC(=O)N(c4ccccc4F)CC3=O)sc2n1	53	-402	1.1	3	-30	0.3	-16	-14
O=C(NCCN1CCOCC1)c1ccc2c(c1)N(Cc1ccc(Cl)cc1)CCS2	24	-438	1.1	-1	1	-0.8	5	0
Cc1c(Cl)cccc1NC(=O)c1cc(-c2ccccc2O)n[nH]1	-15	4	2*	9	3	27	32	34
CC(=O)Nc1ccc(N2C(=O)CC(N3CC(C)OC(C)C3)C2=O)cc1 (stereo not drawn)	1	9	1.1	2	3	-0.9	-16	19
CCCCOC(=O)c1ccc(NS(=O)(=O)c2cc(-c3nnnn3CC)ccc2OC)cc1	-3	28	1.2	1	0	-0.4	-19	-12
O=C(Cc1ccc2c(c1)CCCC2)Nc1ccccc1Cl	22	11	0.93	4	-2	0.5	-15	4
CC1=CC(=O)[C@@H](O)[C@@H](c2ccccc2Br)N1C	3	0	·	1	1	-1.4	·	3
Cc1ccccc1NC(=O)Cc1nc(COC(=O)CSc2ccc(F)cc2)cs1	6	11	·	·	-9	-1.0	·	·
O=c1[nH]snc1N1CCOCC1	7	2	1	-1	3	1.4	-32	-3
COc1ccc(S(=O)(=O)Nc2cc3c4c(c2)CCC(=O)N4CCC3)cc1C	-16	8	1	-2	-1	-1.9	-14	2
CC1CCC/C(=N\NC(=O)COc2ccc(Cl)cc2Cl)C1 (stereo not drawn)	3	9	0.84	1	-1	-0.7	-6	-3
Cc1ccc(C(C(=O)NC2CCCC2)N(C(=O)c2csnn2)c2ccccc2)o1 (stereo not drawn)	-4	13	0.93	0	0	1.7	17	-12
CC(=O)c1ccc(Oc2cnccn2)cc1	5	7	0.95	-1	0	0.0	3	-5
CC(C)N(Cc1nccn1C)C(=O)c1cc(COc2ccc3ncccc3c2)on1	-14	-3	1.1	2	1	26	-10	6
